Screening data from PubChem.
CHO-K1 Ca antag = M1 antagonist counterscreen hit in parental CHO-K1 cells | ATP-induced calcium, Fluo-8 fluorescence | inhibition, % at 3 µM | 360,000 compounds, 0.6% hits | AID 602250;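 active means inhibition above a per-plate cutoff, the plate's mean sample inhibition plus 3 SD, cut at about 24% in these data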;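 further: 0% = DMSO plus EC80 ATP and 100% = DMSO alone without ATP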
M1 ag parental = counter-screen for M1 agonists: effect in parental CHO-K1 cells. AID 602248, 2012. Fluo-8 calcium fluorescence; scaled to maximal ATP response, vehicle zero. activation, % at 3 µM. 360,000 compounds, 0.48% hits; in the data active means activation above about 15%;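 further: untransfected CHO-K1 host cells lacking M1 receptor as counterscreen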
CHRM1 agonist = human M1 muscarinic receptor agonists, primary screen, Fluo-8 calcium fluorescence, CHO-K1 cells, HTS | Muscarinic acetylcholine receptor M1 (Homo sapiens), P11229 | CHO-K1 hM1, agonist mode; 0% DMSO, 100% acetylcholine EC100 | activation, % at 3 µM | 360,000 compounds, 0.33% hits | AID 588814, 2011;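 active means activation above the run's mean compound activation plus 3 SD, cut at about 16% in these data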;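 further: peak over basal fluorescence ratio within a 140 s kinetic read after compound addition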
CHO parental Ca = ATP-evoked calcium signal inhibitors, parental CHO, primary screen, counter-screen for OX1R antagonist project, cell-based, fluorescence, Fluo-8 calcium dye; AID 463079, 2010; inhibition, % at 5.6 µM; parental CHO-K1, ATP-induced calcium, Fluo-8 fluorescence; 330,000 compounds, 0.63% hits;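 active means inhibition above that plate's mean sample inhibition plus 3 SD, cut at about 26% in these data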;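 further: 0% = ATP-challenged DMSO wells and 100% = DMSO wells without ATP; some compounds past the cut are filed as inactive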
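test system = CHO parental line | reagent = ATP stimulus | measured by = intracellular calcium via Fluo-8 no-wash fluorescent dye | control set = ATP and no-ATP DMSO wells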
CHRM1 antagonist = human M1 muscarinic receptor antagonists, primary screen, CHO-K1 cells, Fluo-8 calcium fluorescence, 1536-well | inhibition, % at 3 µM | AID 588852, 2011 | CHO-K1 hM1, ACh EC80 antagonist | 360,000 compounds, 1.3% hits;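 active means percent inhibition above its own plate's cutoff, namely the mean of that plate's compound wells plus 3 SD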;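 further: peak over basal fluorescence ratio during 140 s after agonist addition; 0% = ACh EC80 plus DMSO and 100% = DMSO alone without agonist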
OXTR potentiator = human OXTR potentiators, primary screen, fluorescence, CHO-OTR cells, Fluo-8 calcium; Oxytocin receptor (Homo sapiens), P30559; Fluo-8 calcium fluorescence, potentiator mode; 0% = oxytocin EC15, 100% = EC100; activation, % at 3 µM; 320,000 compounds, 0.061% hits;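 active means activation above that plate's cutoff, the mean activation of tested compounds plus 3 SD, cut at about 6.6% in these data, passing the limit was not always enough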;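 further: 100% uses oxytocin at 75 nM as the full agonist control; some results filed as inactive read as strong as hits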
Target sequence (P30559 whole entry, looked up): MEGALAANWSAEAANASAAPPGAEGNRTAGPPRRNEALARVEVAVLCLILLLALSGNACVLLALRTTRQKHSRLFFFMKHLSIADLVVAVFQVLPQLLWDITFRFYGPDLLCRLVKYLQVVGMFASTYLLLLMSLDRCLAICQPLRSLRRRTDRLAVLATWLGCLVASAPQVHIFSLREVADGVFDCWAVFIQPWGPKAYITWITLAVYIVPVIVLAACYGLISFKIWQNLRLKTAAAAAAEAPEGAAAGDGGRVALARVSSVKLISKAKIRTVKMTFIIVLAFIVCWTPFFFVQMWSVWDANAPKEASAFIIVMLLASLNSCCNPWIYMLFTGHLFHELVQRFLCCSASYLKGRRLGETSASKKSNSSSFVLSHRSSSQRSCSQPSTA
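Material: human OTR in CHO cells. Compound: 3.0 µM, one dose. Timing: compound 6 min at room temperature before oxytocin, 100 s read. Evaluation: % activation of max/min ratio relative to oxytocin controls. Replication: single well per compound, singlicate. Signal: Fluo-8 calcium dye fluorescence.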
CHRM1 PAM = human M1 muscarinic receptor positive allosteric modulators, primary screen, CHO-K1 cells, Fluo-8 calcium fluorescence, 1536-well | Muscarinic acetylcholine receptor M1 (Homo sapiens), P11229 | CHO-K1 hM1, ACh EC20; 0% = ACh EC20, 100% = maximal ACh | activation, % at 3 µM | 360,000 compounds, 0.088% hits; in the data active means activation above about 19%, passing the limit was not always enough
CHRM4 agonist = human M4 muscarinic receptor agonists, primary screen, CHO-K1 cells, Fluo-8 calcium fluorescence; Muscarinic acetylcholine receptor M4 (Homo sapiens), P08173; CHO-K1 hM4/Gqi5; vehicle 0%, full acetylcholine response 100%; activation, % at 3 µM; 360,000 compounds, 0.14% hits;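 active means activation above the run mean over all test wells plus 3 SD, cut at about 32% in these data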;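 further: peak over basal fluorescence ratio per well then scaled between controls; 0% = DMSO wells and 100% = acetylcholine at EC100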
Target sequence (P08173 whole entry, looked up): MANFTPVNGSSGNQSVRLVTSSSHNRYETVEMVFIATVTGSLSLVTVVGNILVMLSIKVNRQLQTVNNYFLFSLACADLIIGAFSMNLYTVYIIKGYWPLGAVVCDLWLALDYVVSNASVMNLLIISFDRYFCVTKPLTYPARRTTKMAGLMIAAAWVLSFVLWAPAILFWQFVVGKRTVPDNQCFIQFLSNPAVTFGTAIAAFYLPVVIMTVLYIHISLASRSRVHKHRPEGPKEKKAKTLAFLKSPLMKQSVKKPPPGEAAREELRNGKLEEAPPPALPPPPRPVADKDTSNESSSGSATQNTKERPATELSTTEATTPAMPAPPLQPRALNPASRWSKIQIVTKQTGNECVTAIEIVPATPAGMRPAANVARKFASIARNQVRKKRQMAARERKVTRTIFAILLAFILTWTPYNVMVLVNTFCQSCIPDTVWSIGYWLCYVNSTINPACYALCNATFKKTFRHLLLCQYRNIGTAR
M4 antag = human M4 muscarinic receptor antagonists, primary screen, CHO cells, Fluo-8 calcium fluorescence | Muscarinic acetylcholine receptor M4 (Homo sapiens), P08173 | CHO-hM4 cells, ACh EC80 | inhibition, % at 3 µM | 360,000 compounds, 0.73% hits | AID 624125, 2012;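 active means inhibition above its plate's cutoff, the mean inhibition of sample wells plus 3 SD, cut at about 27% in these data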;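 further: 0% = acetylcholine EC80 with DMSO and 100% = DMSO without agonist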
* hit, by the source's call; · = no result given. An unsorted share of the library (roughly 2.9% active in at least one column).

Structure,CHO-K1 Ca antag,M1 ag parental,CHRM1 agonist,CHO parental Ca,CHRM1 antagonist,OXTR potentiator,CHRM1 PAM,CHRM4 agonist,M4 antag
CCOc1ccc2nc(SCC(=O)NCC3CCCO3)c(C#N)cc2c1 (stereo not given),-12,0.5,-5,-8,-5,-1,4,1,3
CCN(CC)C1CCN(C(=O)c2cc(COc3ccccc3SC)on2)C1 (stereo not given),-8,1.0,1,-7,56*,-5,-17,1,18
COc1ccc(CC(=O)Nc2ccc(S(=O)(=O)N3CCN(C)CC3)cc2)cc1,-14,3.1,0,0,-9,-2,4,3,-3
Cc1ccccc1OCCN1C(=O)c2ccccc2C1=O,-22,1.4,-2,-6,-19,-3,1,3,-12
CCn1cc(S(=O)(=O)N2CCN(Cc3ccc(F)cc3)CC2)cn1,-10,0.6,-8,-23,-11,-13,3,1,1
C#CC(C)(CC)NC(=O)c1cc2cccc(CC=C)c2oc1=O (stereo not given),-6,2.5,-6,-23,0,-4,2,10,-8
CC(C)CNc1nc(=S)nc(N(C)C)[nH]1,-2,0.2,-3,-8,0,-3,6,0,6
Cc1ccc2nc(-c3ccccc3)cc(C(=O)N3CCN(S(=O)(=O)c4c(C)noc4C)CC3)c2c1,-15,1.1,-2,-38,-3,1,8,3,8

Of the compounds above, 3 have a carbonyl joined to an NH by a bond outside any ring:
Structure,CHO-K1 Ca antag,M1 ag parental,CHRM1 agonist,CHO parental Ca,CHRM1 antagonist,OXTR potentiator,CHRM1 PAM,CHRM4 agonist,M4 antag
CCOc1ccc2nc(SCC(=O)NCC3CCCO3)c(C#N)cc2c1 (stereo not given),-12,0.5,-5,-8,-5,-1,4,1,3
COc1ccc(CC(=O)Nc2ccc(S(=O)(=O)N3CCN(C)CC3)cc2)cc1,-14,3.1,0,0,-9,-2,4,3,-3
C#CC(C)(CC)NC(=O)c1cc2cccc(CC=C)c2oc1=O (stereo not given),-6,2.5,-6,-23,0,-4,2,10,-8

More entries:
Structure,CHO-K1 Ca antag,M1 ag parental,CHRM1 agonist,CHO parental Ca,CHRM1 antagonist,OXTR potentiator,CHRM1 PAM,CHRM4 agonist,M4 antag
Cc1ccc(S(=O)(=O)NCCCCCC(=O)NC(C)(C)CO)cc1,-5,0.8,-3,-6,-6,-18,2,1,11
COCC(=O)NC1CCN(C(=O)Nc2ccc(Br)cc2)CC1,-1,0.4,-5,-2,-5,-1,6,1,4
CCCc1ccc(C(=O)NNc2cccc(C)c2)cc1,-4,3.6,-5,-4,3,-18,-2,6,-13
Cc1ccc(NS(=O)(=O)c2ccc3c(c2)NC(=O)CCS3)c(Br)c1,-9,11,6,-17,-3,-7,-1,8,-18
O=C(Nc1cc(Br)ccc1O)c1cc(-c2ccccc2)on1,-1,0.6,-1,·,-12,·,7,0,-7
COc1ccc(/C=N/Nc2ncc(-c3ccccc3)cn2)c(OC)c1,-7,0.1,-8,-11,-6,2,3,0,0
Nc1nc(SCc2ccccc2[N+](=O)[O-])c2ncn(Cc3ccccc3)c2n1,13,5.3,-1,·,9,·,-1,5,40*
NS(=O)(=O)c1ccc(NC(=S)NC2CCCCC2)cc1,-11,0.4,-5,4,7,-17,0,0,8

(further entries)
Structure,CHO-K1 Ca antag,M1 ag parental,CHRM1 agonist,CHO parental Ca,CHRM1 antagonist,OXTR potentiator,CHRM1 PAM,CHRM4 agonist,M4 antag
COc1ccccc1CNC(=O)CCS(=O)(=O)c1cccs1,9,0.2,-1,-4,-3,-9,9,1,11
Cc1noc(C)c1C(=O)N1CCC1(C)C(=O)NS(=O)(=O)c1ccc(C#N)cc1 (stereo not given),-10,0.3,-3,·,-22,·,11,0,-2
Cc1nn(C)c(C)c1/C=C/C(=O)c1cccs1,-4,-0.1,-3,-5,1,-4,1,0,7
CCOc1ccc(CN2CCN(Cc3cccn3-c3cccnc3)CC2CCO)cc1 (stereo not given),3,1.1,-10,-22,-9,2,5,0,-12
Cc1ccc(CSC2=NCCN2S(=O)(=O)c2ccc(F)cc2)cc1,-9,-0.4,-4,-12,-10,-12,3,0,1
O=C(O)C1CSC(c2ccc(O)c([N+](=O)[O-])c2)N1 (stereo not given),-9,0.5,-3,·,-8,·,6,1,1
COc1ccccc1N1CC=C(c2cccc([N+](=O)[O-])c2)NC1=O,-1,0.7,-4,-20,7,-6,2,0,10
COP(=O)(OC)c1nc(-c2ccc([N+](=O)[O-])cc2)oc1N1CCCCC1,7,2.0,4,-7,-4,-11,3,3,16

(next part)
Structure,CHO-K1 Ca antag,M1 ag parental,CHRM1 agonist,CHO parental Ca,CHRM1 antagonist,OXTR potentiator,CHRM1 PAM,CHRM4 agonist,M4 antag
O=C(NCCCN1CCCC1=O)c1cccc(S(=O)(=O)Nc2ccccc2Cl)c1,-10,0.0,-3,-4,-7,-1,9,1,-6
CC1CN(C(=O)c2cc3c(=O)n4ccccc4nc3s2)CC(C)O1 (stereo not given),17,-0.1,2,-11,-3,-5,15,-1,-6
Cc1cc(NC(=O)COC(=O)C2CC(=O)N(c3ccc(Br)cc3)C2)no1 (stereo not given),-13,1.4,-7,-11,0,-1,2,1,-2
CCn1c(=S)[nH]c2cc(Cl)ccc21,-3,0.6,-5,-5,-9,2,4,1,2
O=C(NCCNC(=O)c1ccccn1)c1ccc(Cl)cc1,-13,0.5,0,-14,-9,6,8,1,-12
CN(Cc1ccccc1)C1CCCN(C(=O)c2ccc(Cl)s2)C1 (stereo not given),-4,-0.1,-7,-21,26,-6,-14,1,-8
CCN(CC)C(=O)[C@H]1C[C@H](CC(=O)NCCC2=CCCCC2)C(=O)N2CCc3c([nH]c4cc(CCC(=O)N(C)C)ccc34)[C@]12C,2,0.2,-10,-28,3,·,-1,-1,4
Cc1ccc(C(=O)Nc2cccc(NC(=O)c3ccc(C)c([N+](=O)[O-])c3)n2)cc1[N+](=O)[O-],17,9.2,-1,-8,-10,-13,8,1,6

Continued.
Structure,CHO-K1 Ca antag,M1 ag parental,CHRM1 agonist,CHO parental Ca,CHRM1 antagonist,OXTR potentiator,CHRM1 PAM,CHRM4 agonist,M4 antag
CCN(CC)CCCn1c2c(c(SCC(=O)Nc3ccc4c(c3)OCO4)nc1=O)CCC2,-5,-0.1,-8,-21,2,-2,-4,1,-6
CCOc1ccc2nc(SCC(=O)NCc3ccccc3)[nH]c2c1,8,-0.5,-3,-16,7,-3,-1,1,10
COc1ccccc1Oc1ccnc2cc(Cl)ccc12,-20,0.6,-3,-28,-8,-4,-3,0,-19
COc1ccc(NC(=O)CSCC(=O)N2CCCc3ccccc32)cc1,-2,0.2,-3,1,1,-15,3,2,-7
CCN(CC(=O)NCc1cccs1)C(=O)c1cccc(S(=O)(=O)N2CC(C)OC(C)C2)c1 (stereo not given),-17,0.6,-3,-18,4,0,2,3,-19
CCOC(=O)c1c(C)[nH]c(C)c1S(=O)(=O)N(C)CC(=O)NCc1cccc(Br)c1,-8,2.1,-2,-11,-11,-4,11,5,2
CCOC(=O)N1CCN(S(=O)(=O)c2ccc(C(=O)Nc3nnc(C4CC4)o3)cc2)CC1,-11,0.1,-5,-13,-10,-2,9,0,-4
CCCn1ncc(CN2CCC(N3CCC(C(=O)N4CCOCC4)CC3)CC2)c1C,-15,1.3,-5,-1,-1,-5,7,1,2

Next section.
Structure,CHO-K1 Ca antag,M1 ag parental,CHRM1 agonist,CHO parental Ca,CHRM1 antagonist,OXTR potentiator,CHRM1 PAM,CHRM4 agonist,M4 antag
Cc1ccc(C)c(N(C)C(=O)CCS(=O)(=O)c2cccc3nonc23)c1,5,0.1,8,-2,0,-8,12,2,-18
CC(C)OC(=O)CSc1nnc(-c2cnccn2)n1-c1ccccc1,-5,-0.2,-2,16,0,-2,3,5,0
Cc1ccc(NC(=O)CCCc2nc3ccccc3s2)c(O)c1,-16,5.5,-6,0,9,-12,-3,12,-2
Cc1ccc(C(C)C)c(OCC(=O)NNC(=O)Cc2ccc(S(=O)(=O)N3CCOCC3)s2)c1,-11,1.1,-1,-27,-8,-2,1,9,-4
C=CCOc1ccc(CNn2cn[nH]c2=S)cc1,-16,0.5,-9,-9,1,3,4,1,4
COC(OC)c1ccnc(-c2ccc(OC(=O)c3cccs3)cc2)n1,-3,1.8,-4,0,-3,-7,8,3,0
O=C(NCC(O)CN1CCOCC1)c1ccc([N+](=O)[O-])cc1 (stereo not given),-5,0.1,-7,9,-3,-10,7,1,1
O=C(O)CSC1CC(=O)N(c2ccc(F)cc2)C1=O (stereo not given),4,0.0,-2,·,4,·,-3,-1,7

Following part
Structure,CHO-K1 Ca antag,M1 ag parental,CHRM1 agonist,CHO parental Ca,CHRM1 antagonist,OXTR potentiator,CHRM1 PAM,CHRM4 agonist,M4 antag
COc1ccc(CCNC(=O)c2cc(=O)c3cc(C)ccc3o2)cc1,-15,8.9,-2,-11,2,-14,0,6,-11
COc1ccc(NC(=O)c2cc(OC)c(OC)c(OC)c2)cc1S(=O)(=O)N1CCCCC1,-11,2.9,-4,-27,0,-13,3,6,1
CN(C)N1C(N)=C(C#N)C(c2ccc3c(c2)OCO3)C2=C1CCCC2=O (stereo not given),-3,0.9,-3,-5,2,-7,0,3,0
O=C(Cc1ccccc1)NNC(=O)c1ccccc1C(=O)O,-8,0.9,0,-2,-19,-6,12,0,19
O=C1CC(N2CCN(c3ccccc3F)CC2)C(=O)N1c1ccc(F)cc1 (stereo not given),-2,0.4,-2,-12,-6,0,13,2,-2
CC(CC(=O)Nc1cc(S(=O)(=O)N2CCOCC2)ccc1OCC(F)(F)F)c1ccccc1 (stereo not given),-16,0.0,-6,-21,-3,-4,4,0,-1
Cc1ccc(-c2csc(=Nc3cccnc3)n2CCCN2CCCC2=O)cc1C,3,1.3,-8,-17,10,-7,-6,1,9
